# Compound activity as filed in PubChem BioAssay.
# DAT uptake mod = changed hDAT dopamine uptake under cocaine IC80, either direction, primary screen, cocaine antagonist project, cell-based, LLC-PK1 hDAT, [14C]-dopamine uptake, MLSMR; B-score at 10 µM; 110,000 compounds, 1.3% hits; LLC-PK1 hDAT cells, [14C]-dopamine uptake with cocaine IC80; actives deviate in either direction;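 active means Z score or B-score, a plate-position-corrected score, falls beyond the plate's 99.7% confidence bounds, in either direction; inactive means both scores lie inside the 99.7% bounds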;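 further: scored against the spread of the other compound wells on the same plate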
# Pyk2 oligo antag = antagonists of Pyk2 self-association, primary screen, Q293 cells, FERM NanoBiT luminescence, HTS | z-score (the deposit names both 25 µM and 10 µM) | 99,000 compounds, 0.83% hits | active compounds read low | Protein-tyrosine kinase 2-beta (Homo sapiens), Q14289;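 active means Z-score of -3 or lower, scaled per plate to the spread of control and sample wells; inactive means z-score above -3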;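 further: negative z-score means lost luminescence so less FERM oligomerization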
# E coli WT exp = growth inhibitors of wild-type E. coli, primary screen, strain BW25113, expanded library, OD600; 98,000 compounds, 0.15% hits; AID 710, 2007; OD600 absorbance; growth inhibition, % at 100 µM;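 active means growth inhibition above about 50% at one test dose, limit read from the data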;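 further: growth measured after 20 h incubation at 37 °C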
# LYP inh 2 = PTPN22 phosphatase inhibitors, primary screen, biochemical, DiFMUP fluorescence, 2 µM; recombinant LYP catalytic domain; Tyrosine-protein phosphatase non-receptor type 22 (Homo sapiens), Q9Y2R2; 96,000 compounds, 0.21% hits; inhibition, % at 2 µM;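 active means inhibition at 2 µM at or above a set limit, the screen mean plus 3 SD, cut at about 24% in these data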;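 further: 0% = DMSO with enzyme and 100% = enzyme fully blocked by orthovanadate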
# CYP2C9 act = human CYP2C9 activators, primary screen, biochemical, luminescence. Cytochrome P450 2C9 (Homo sapiens), P11712. recombinant CYP2C9, luciferin-H conversion; active compounds read high; factor 1 = untreated enzyme, 0 = blocked. activation factor at 5 µM. 96,000 compounds, 1.4% hits;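 active means activation factor of 2 or more for CYP2C9 at a 5 µM dose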;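 further: 0 = sulfaphenazole-blocked wells and 1 = vehicle-only wells; values of inactives mirror those of a sister screen read the other way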
# Target sequence (P11712 whole entry, looked up): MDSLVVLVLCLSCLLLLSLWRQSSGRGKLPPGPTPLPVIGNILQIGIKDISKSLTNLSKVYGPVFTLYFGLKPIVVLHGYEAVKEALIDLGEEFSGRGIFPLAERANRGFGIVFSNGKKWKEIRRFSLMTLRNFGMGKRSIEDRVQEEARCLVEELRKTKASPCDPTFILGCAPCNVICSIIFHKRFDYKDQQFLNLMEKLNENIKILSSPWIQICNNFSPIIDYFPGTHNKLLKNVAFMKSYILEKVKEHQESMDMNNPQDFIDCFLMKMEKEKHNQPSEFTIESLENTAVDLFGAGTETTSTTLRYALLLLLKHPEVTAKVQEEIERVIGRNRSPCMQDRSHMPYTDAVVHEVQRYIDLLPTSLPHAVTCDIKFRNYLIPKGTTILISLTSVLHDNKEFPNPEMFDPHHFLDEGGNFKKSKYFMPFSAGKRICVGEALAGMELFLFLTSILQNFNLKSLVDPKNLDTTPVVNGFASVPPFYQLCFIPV
# PTPN22 act = LYP phosphatase activators, primary screen, biochemical, DiFMUP fluorescence, 2 µM; Tyrosine-protein phosphatase non-receptor type 22 (Homo sapiens), Q9Y2R2; recombinant LYP; 0 = plate median, 100 = signal doubled; activation, % at 2 µM; 96,000 compounds, 0.11% hits;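 active means activation at 2 µM above a set limit, the mean plus 5 SD, cut at about 37% in these data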
# PostGolgi yeast = phenotypic screen on post-Golgi transport, primary screen. post-Golgi transport phenotypic cell assay. 98,000 compounds, 0.9% hits. inhibition, % at 10 µM;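 further: yeast cells grown in 1536-well plates; yeast grown about 18 h at 30C before absorbance read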
# CYP2C9 inhib = blockers of cytochrome P450 2C9 activity – biochemical, luminescence, ADME assay, primary screen. CYP2C9 Supersomes, luciferin-H conversion. inhibition, % at 5 µM. 96,000 compounds, 20% hits;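 active means blocking of liver enzyme CYP2C9 beyond about 50% at 5 µM, limit read from the data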; further: values of inactives mirror those of a sister screen read the other way
# PostGolgi ctrl = growth inhibition of yeast control strain, primary screen, counter-screen for post-Golgi transport modulator project; efflux-deficient yeast background strain, growth absorbance A615, 16 h; inhibition, % at 10 µM; 98,000 compounds, 5% hits
# Numbers without * were called inactive; x = not tested or not shown; & = joins results of further samples. Unless noted, no stated cut-off is given here; in the data, active means inhibition above about 30%; inactive means the rest.
SMILES,DAT uptake mod,Pyk2 oligo antag,E coli WT exp,LYP inh 2,CYP2C9 act,PTPN22 act,PostGolgi yeast,CYP2C9 inhib,PostGolgi ctrl
COc1ccc(C(=O)N(CN2CCCC2=O)c2cc(C)on2)cc1OC,-0.0086,0.68,9,-11,1,8,21,0,-12
CC1=C(C(=O)OCCOc2ccccc2)C(c2ccc(C)o2)C2=C(CC(C)(C)CC2=O)N1 (centres undefined),3.7*,-1.6,-22,-1,0.2,-1,-7,82*,0
Cc1noc2ncc(C(=O)c3cc(F)ccc3O)cc12,1.5,-1.1,8,-11,0.5,12,8,50*,-2
Cc1ccc(N(C(C)C(=O)Nc2ccc(S(=O)(=O)N3CCOCC3)cc2)S(C)(=O)=O)cc1C (centres undefined),0.0023,2,-4,-1,0.1,-2,-4,89*,13
CCOC(=O)c1c(C2CC2)csc1NC(=O)CSCc1c(C)noc1C,0.4,-0.98,-8,9,0.3,-11,1,65*,23
CN(C(=O)c1cccc(C#N)c1)c1nnc(C2CCCO2)s1 (centres undefined),-0.14,0.73,-2,1,0.9,-3,2,6,-4
CCN(CC)CCNC(=O)c1cn(-c2ccccc2)nc1-c1cccs1,x,1.2,-2,-11,0.9,6,12,8,4
COC(=O)c1ccc(NC(=O)CSc2nnc(-c3ccccc3)n2C)cc1,1.2,0.18,x,-1,x,2,x,x,x
Cc1ccc(Nc2nc(N3CCOCC3)c3ccccc3n2)cc1,1.6,-2,5,0,0.5,-1,-2,48,11
CCCc1cc(=O)n2[nH]c(NCc3c(Cl)cccc3Cl)nc2n1,-0.67,-0.65,0,-7,0.5,3,16,49,6
CCOCCCNC(=O)C(NC(=O)CNC(=O)c1ccccc1)c1ccc(C)cc1 (centres undefined),-0.37,0.15,3,4,1.2,-4,-9,-23,1
CCc1cc2cc(C)ccc2nc1SCC(=O)Nc1cc(C)on1,-0.56,-0.48,x,-6,x,2,x,x,x
N#C/C(=C\c1cc(Cl)ccc1O)C(=O)NC1CCCCC1,0.64,-0.51,1,-24,0.4,20,1,61*,4
CCOC(=O)C(NC(=O)CC)(Nc1cc(C)on1)C(F)(F)F (centres undefined),0.22,0.63,3,-18,0.9,17,-1,11,14
Cn1ccnc1SCC(=O)Nc1ccc(Oc2ccccc2)cc1,-0.19,0.42,-1,-1,0.3,-3,-5,71*,0
O=C(O)COc1ccc2c3c(c(=O)oc2c1)CCC3,0.23,0.99,9,-1,1,3,9,4,7
COc1ccc(CNS(=O)(=O)c2cc(OCC(N)=O)c(C)cc2Cl)cc1,-0.0085,0.32,-4,2,0.9,-4,-7,11,6
c1ccc(-c2noc(-c3ccccc3-c3ccccc3)n2)cc1,-0.0048,-0.53,6,5,0.7,-3,-8,32,-2
Cc1cc(Cn2ccnc2)c(C)cc1Cn1ccnc1,0.91,1.2,4,-1,0,4,-5,95*,0
CCOC(=O)N1CCC(N2C(=O)c3ccccc3C2=O)CC1,-0.076,x,0,x,0.6,x,-3,44,18
Cc1cc(O)cc(O)c1-c1onc(C(F)(F)F)c1-c1cscn1,0.65,0.62,15,1,0.8,-4,-9,17,0
COc1ccccc1CNC(=O)C(CCSC)NC(=O)C1CCC(C)CC1 (centres undefined),-0.34,-0.26,2,10,0.8,-11,20,20,6
Fc1cc(Br)ccc1Nc1nc2ccccc2n2nnnc12,-0.46,x,-3,x,x,x,10,x,23
CCOc1ccc(-n2c(SCC(=O)Nc3ccc(OC)cc3)nc3c(c2=O)SCC3)cc1,0.46,0.44,-11,-4,0.6,2,3,42,27
COc1ccc(Cl)cc1N(CC(=O)N1CCC(C)CC1)S(C)(=O)=O,-0.04,-0.7,3,-7,1,4,8,-5,-1
COc1ccc2oc(-c3ccccc3)c(C(=O)N3CCOCC3)c2c1,0.62,0.16,2,-10,0.9,11,0,10,4
C/C(N)=C(/C#N)C(=O)CSc1ncnc2ccccc12,-0.66,0.43,-5,x,1,x,6,2,18
O=c1[nH]nc(Cc2ccc(-c3ccccc3Cl)o2)c2ccccc12,0.81,0.22,-10,15,0.9,-14,20,7,1
O=C(CCNS(=O)(=O)c1cccc2nsnc12)NC1CCCc2ccccc21 (centres undefined),-0.29,0.32,5,x,1.3,x,14,-34,7
CCOC(=O)N1CCC2(CC1)C(C#N)=C(N)Oc1c2c(C)nn1-c1cccc(Cl)c1,1,-0.73,1,-8,0.3,7,-7,72*,31*
CCOC(=O)N1CCN(C(=O)CN(C2CCCCC2)S(C)(=O)=O)CC1,-0.069,-0.27,1,9,1,-6,9,1,2
CC(C)(C)Nc1cccccc1=O,-0.017,-0.37,-7,-12,1.3,10,1,-29,18
CCc1nc(SCC(=O)c2ccc(C)c(C)c2)n[nH]1,0.84,0.48,3,-2,2.3*,1,2,-133,0
COC(=O)Nc1nnc(CCc2ccccc2)s1,0.0033,-0.01,-2,-27,1,22,1,2,9
CC(=O)c1cc(CC=C(C)C)c(O)c(CC=C(C)C)c1O,x,-1.8,-1,-4,0.3,9,-8,71*,3
CCCS(=O)(=O)N1CCN(Cc2ccccc2OCC)CC1,0.94,0.44,-10,x,1,x,3,4,0
O=C(Cc1ccccc1)N1CCCC(c2nc(-c3ccc(S(=O)(=O)N4CCCC4)cc3)no2)C1 (centres undefined),0.52,-0.73,-7,-3,0.3,5,-9,73*,3
O=C(Nc1ccccc1)NC1CCN(CCCN2C(=O)c3ccccc3C2=O)CC1,-0.87,0.57,4,0,0.9,0,4,6,6
COc1cc(C(=O)N[C@H](C(=O)NC(C)C23CC4CC(CC(C4)C2)C3)C(C)C)cc(OC)c1OC (some centres undefined),0.31,-0.09,-2,-4,1.1,4,2,-13,6
CCOC(=O)c1c(C)n(C)c2c(C)cc(O)c(OC(=O)CC)c12,1.3,0.42,-10,1,1,-1,-1,5,0
CC(=O)Nc1ccccc1NC(=O)C(F)(F)F,0.06,0.21,1,-9,1.1,8,8,-7,3
O=c1c2c(-c3cccs3)csc2ncn1/N=C/c1ccc(OC(F)F)cc1,-0.0018,-0.25,-5,6,1.1,-7,2,-6,12
Cc1ccccc1NC(=O)C(NS(=O)(=O)c1ccc2c(c1)c(=O)n(C)c(=O)n2C)c1ccccc1 (centres undefined),-0.41,x,-1,2,0.8,-5,-2,17,4
O=C1Nc2cc(Cl)c(Cl)cc2N(O)N1c1ccccc1,-1.1,-0.46,7,-5,0.9,5,6,10,-3
COc1ccc(-c2cc(C(=O)Nc3c(C)nn(Cc4ccccc4)c3C)no2)cc1,-0.69,1.1,-4,-4,0.9,5,-14,13,-1
CCOc1ccccc1OCCCOc1ccc([N+](=O)[O-])cc1Cl,0.63,-0.62,4,3,x,0,6,x,38*
O=C(Nc1ccccc1)N(Cc1ccccc1)Cc1ccccc1,-0.35,-0.59,-3,4,0.7,-1,-3,28,12
Cc1cccc(-c2nnc(SCC#N)n2Cc2ccccc2)c1,-1.7,-0.04,9,12,0.5,-13,-3,51*,-2
COc1ccccc1N1CCN(C(=O)Cn2nnc(-c3cccs3)n2)CC1,1.3,0.86,11,x,0.5,x,1,47,0
COc1ccccc1/C=N/N(C(C)=O)c1nc(-c2ccc(F)cc2)cs1,0.14,-0.39,-16,-1,0.7,3,1,29,7

# Arranged by heavy-atom count (smallest number first): part of the list above
SMILES,DAT uptake mod,Pyk2 oligo antag,E coli WT exp,LYP inh 2,CYP2C9 act,PTPN22 act,PostGolgi yeast,CYP2C9 inhib,PostGolgi ctrl
CC(=O)Nc1ccccc1NC(=O)C(F)(F)F,0.06,0.21,1,-9,1.1,8,8,-7,3
O=C1Nc2cc(Cl)c(Cl)cc2N(O)N1c1ccccc1,-1.1,-0.46,7,-5,0.9,5,6,10,-3
Cc1cccc(-c2nnc(SCC#N)n2Cc2ccccc2)c1,-1.7,-0.04,9,12,0.5,-13,-3,51*,-2
CCOc1ccccc1OCCCOc1ccc([N+](=O)[O-])cc1Cl,0.63,-0.62,4,3,x,0,6,x,38*
COc1ccccc1/C=N/N(C(C)=O)c1nc(-c2ccc(F)cc2)cs1,0.14,-0.39,-16,-1,0.7,3,1,29,7
COc1ccccc1N1CCN(C(=O)Cn2nnc(-c3cccs3)n2)CC1,1.3,0.86,11,x,0.5,x,1,47,0
O=C(Nc1ccccc1)NC1CCN(CCCN2C(=O)c3ccccc3C2=O)CC1,-0.87,0.57,4,0,0.9,0,4,6,6
O=C(Cc1ccccc1)N1CCCC(c2nc(-c3ccc(S(=O)(=O)N4CCCC4)cc3)no2)C1 (centres undefined),0.52,-0.73,-7,-3,0.3,5,-9,73*,3
Cc1ccccc1NC(=O)C(NS(=O)(=O)c1ccc2c(c1)c(=O)n(C)c(=O)n2C)c1ccccc1 (centres undefined),-0.41,x,-1,2,0.8,-5,-2,17,4

# Only LYP inh 2, PostGolgi ctrl and E coli WT exp, for two of the compounds above:
SMILES | LYP inh 2 | PostGolgi ctrl | E coli WT exp
O=c1c2c(-c3cccs3)csc2ncn1/N=C/c1ccc(OC(F)F)cc1 | 6 | 12 | -5
Cc1ccccc1NC(=O)C(NS(=O)(=O)c1ccc2c(c1)c(=O)n(C)c(=O)n2C)c1ccccc1 (centres undefined) | 2 | 4 | -1

# The listing continues.
SMILES,DAT uptake mod,Pyk2 oligo antag,E coli WT exp,LYP inh 2,CYP2C9 act,PTPN22 act,PostGolgi yeast,CYP2C9 inhib,PostGolgi ctrl
O=[N+]([O-])C1=CC=C2C(=NC3(CCCCC3)N2O)C1=NC1CCCCC1,-0.86,0.06,-12,0,0.7,2,15,26,20
COCCNC(=O)COc1ccccc1Cl,-2,1.2,10,9,1,-10,-6,-5,-7
COc1ccccc1NC(=O)CN(Cc1ccco1)C(=O)c1ccc(-n2nc(C)cc2C)cc1,0.36&0.8,-0.02,-13,-2,0.1,0,2,94*,8
COCc1cc(C)nc(OCC(=O)N/N=C/c2cc(C)n(-c3c(C)cccc3C)c2C)c1C#N,-0.079,-0.05,-1,-1,0.2,0,1,83*,10
COCCNC(=O)COc1ccc(Nc2ccccc2)cc1,-0.51,-0.49,3,11,0.9,-14,0,7,2
O=C(O)CC1(c2ccccc2)C(=O)c2ccccc2C1=O,-0.87,-0.82,x,x,1,x,x,-3,x
O=C(OCCCCN1C(=O)c2ccccc2C1=O)c1ccc(S(=O)(=O)N2CCCC2)cc1,0.021,1.2,-13,x,0.8,x,4,16,12
CC(=O)Nc1ccc(S(=O)(=O)Nc2cccc(C(=O)NC(C)(C)C)c2)cc1,-0.31,1.3,4,0,0.7,0,13,35,11
CCOC(=O)c1ccc(COC(=O)c2ccc3c(c2)-c2ccccc2C3=O)cc1,-1.1,0.07,-7,-4,1,3,-4,-2,-5
COC(=O)CCN(c1ccccc1)S(=O)(=O)c1ccc(OC)cc1,-0.74,-0.79,4,-10,1,14,3,-4,2
O=c1c(-c2ccccc2)c(O)nc2ccccn12,0.091,-0.31,-3,0,1,-1,4,5,1
O=C(Oc1ccc2c(c1)OCC2=O)c1ccccc1,1.5,-0.08,1,-4,1.1,4,-2,-6,17
O=C(Oc1ccccc1)Oc1ccc2c(c1)oc(=O)c1ccccc12,-0.89,0.62,-6,-2,1.6,5,5,-55,41*
